High-throughput results: PubChem, several laboratories
TCR-CD3 inh – inhibitors of human TCR-CD3 interaction | 360,000 tested, 0.37% active | inhibition, % at 9.4 µM | TAMRA-labeled TCR probe fluorescence, biochemical | AID 651800; in the data active = inhibition above about 19%;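 note: recombinant mutant TCR 2C K166C tagged with TAMRA read by polarization; 0% = receptor in buffer alone and 100% = receptor with positive control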
ABHD4 inh – inhibits mouse alpha/beta hydrolase domain 4 | purified mABHD4, FP-Rh probe fluorescence polarization | inhibition, % at 8.92 µM | 370,000 tested, 0.54% active | AID 720543;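 active = inhibition exceeding the mean over every tested compound plus 3 SD, cut at about 30% in these data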;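 note: 0% = plate median of compound wells and 100% = S159A mutant with DMSO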
Target sequence (Q8VD66 whole entry, looked up, the tested form may be a part): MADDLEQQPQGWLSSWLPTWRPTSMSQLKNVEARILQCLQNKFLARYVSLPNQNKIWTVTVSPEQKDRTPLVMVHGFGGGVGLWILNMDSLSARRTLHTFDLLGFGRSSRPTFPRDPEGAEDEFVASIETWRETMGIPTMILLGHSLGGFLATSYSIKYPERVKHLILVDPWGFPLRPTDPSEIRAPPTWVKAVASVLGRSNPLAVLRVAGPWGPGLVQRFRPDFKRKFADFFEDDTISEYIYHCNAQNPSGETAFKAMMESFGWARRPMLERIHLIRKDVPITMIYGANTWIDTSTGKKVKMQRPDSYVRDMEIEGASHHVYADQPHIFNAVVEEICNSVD
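Test system: mouse ABHD4 enzyme, wild type. Reagent: FP-Rh fluorescent activity-based probe, added after compound pre-incubation. Timing: pre-incubation 45 min, probe exposure 60 min, at 25 °C. Technique: FP readout, ex 525 nm / em 598 nm. Benchmarks: high control S159A mutant with DMSO, low control median of compound wells.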
MBD2 inh – blocks human MBD2 binding to methylated DNA | Q9UBB5 | TR-FRET, MBD2 binding to methylated oligonucleotide | inhibition, % at 4.4 µM | 370,000 tested, 0.31% active | AID 686964; in the data active = inhibition above about 13%
HTRA1 inh – inhibitors of human serine peptidase HTRA1 | AID 504803 | recombinant HTRA1, FP-rhodamine activity-based probe, fluorescence polarization | Q92743 | inhibition, % at 5.96 µM | 340,000 tested, 0.5% active; in the data active = inhibition above about 36%;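 note: 0% = enzyme with DMSO and 100% = wells lacking enzyme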
Target sequence (Q92743 whole entry, looked up): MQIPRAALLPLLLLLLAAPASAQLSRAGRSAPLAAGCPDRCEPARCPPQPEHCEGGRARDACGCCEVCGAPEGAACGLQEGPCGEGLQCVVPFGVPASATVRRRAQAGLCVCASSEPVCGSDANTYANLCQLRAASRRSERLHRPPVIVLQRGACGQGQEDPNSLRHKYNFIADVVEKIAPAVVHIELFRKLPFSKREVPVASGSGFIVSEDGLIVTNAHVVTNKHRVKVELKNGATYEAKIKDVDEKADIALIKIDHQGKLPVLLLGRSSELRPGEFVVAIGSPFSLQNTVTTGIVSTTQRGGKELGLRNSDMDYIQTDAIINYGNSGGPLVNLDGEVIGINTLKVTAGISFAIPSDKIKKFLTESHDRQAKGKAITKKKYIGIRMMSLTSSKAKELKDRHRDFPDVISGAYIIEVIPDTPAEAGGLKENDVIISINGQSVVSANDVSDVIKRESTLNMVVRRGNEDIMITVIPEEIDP
UHRF1 binding – UHRF1 methyl-DNA binding inhibition | Q96T88 | UHRF1 binding to methylated oligo, TR-FRET | inhibition, % at 4.4 µM | 370,000 tested, 0.75% active | AID 687016; in the data active = inhibition above about 21%;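 note: UHRF1 SRA domain binding a hemimethylated CpG hairpin DNA probe; 0% = median of test compound wells and 100% = reference inhibitor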
PRMT1 FP inh – blocks human protein arginine methyltransferase 1. Q99873. recombinant PRMT1, activity-based probe fluorescence polarization. inhibition, % at 2.79 µM. 370,000 tested, 1.3% active;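 active = inhibition above about 21% made by adding two undisclosed values, limit read from the data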
Rev-erbA mod – modulators of human Rev-erb alpha DNA binding; P20393; Rev-erbα–FITC-DNA binding, fluorescence polarization, 90 min; activity, % at 10 µM; 370,000 tested, 0.79% active; AID 1259318;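 active = activity above about 14%, limit read from the data; passing the limit was not always enough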;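 note: 0% = DMSO wells with 35 nM protein and 100% = DMSO wells with 750 nM protein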
LEDGF integ inh – blocks HIV-1 LEDGF/p75-dependent DNA integration | inhibition, % at 3.7 µM | 370,000 tested, 0.64% active | TR-FRET IN-LEDGF/p75 DNA integration, Eu/Cy5 | AID 743269;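 active = inhibition above the screen-wide mean plus 3 SD, cut at about 13% in these data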;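 note: signal is the Cy5 over europium emission ratio at 671 and 618 nm; 0% = plate median of compound wells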
rCAG RNA binder – binds r(CAG) RNA repeats; 370,000 tested, 1.3% active; AID 651821; inhibition, % at 3 µM; r(CAG) RNA repeat, TO-PRO-1 dye displacement fluorescence;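 active = inhibition above the plate cutoff, the mean of all test compounds on that plate plus 3 SD, cut at about 35% in these data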;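 note: 0% = DMSO alone and 100% = 100 µM mitoxantrone as full dye displacement; higher means more dye released from RNA so lower well fluorescence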
PG9 Ab binder – binds the HIV-1 gp120 antibody PG9; TR-FRET gp120-PG9 antibody binding; inhibition, % at 6.7 µM; 360,000 tested, 0.43% active; AID 624416; in the data active = inhibition above about 8.5%
The depositor's hits bear a star; / = no result given. The list is partial, so the mix of outcomes need not match the whole.

Each structure is followed by: PG9 Ab binder | TCR-CD3 inh | UHRF1 binding | MBD2 inh | ABHD4 inh | LEDGF integ inh | rCAG RNA binder | Rev-erbA mod | HTRA1 inh | PRMT1 FP inh
Cc1ccc(-c2cc(C#N)c3n(c2=O)CCC3)cc1
→ / | / | 4 | -1 | -2 | -3 | 2 | 0 | / | -2
Cc1ccccc1C(=O)N1CCC2CC1c1cc(-c3ccc(F)cc3)ccc12 (stereo unspecified)
→ -0.1 | 2 | 1 | 2 | 4 | 0 | 3 | 0 | -36 | 2
COc1cc(-c2coc3c(C(=O)NC4CCCCC4)cccc23)ccc1O
→ -0.6 | 6 | -1 | 1 | 14 | -2 | 13 | -5 | / | 2
C#CC(C)(C)NC(=O)c1ccccc1OC
→ -2.4 | 6 | -1 | -4 | 7 | -2 | 1 | 1 | 0 | 0
O=S1(=O)c2c(cccc2N2CCSCC2)Oc2ccccc2CN1Cc1cn(Cc2ccc(Cl)cc2)nn1
→ / | / | 4 | -1 | -8 | 0 | 4 | -1 | / | 1
CCOC(=O)c1c(C)nc(C)c(C(=O)OCC)c1-c1ccc(OC)cc1
→ -0.9 | 7 | -1 | -7 | 4 | -1 | -8 | 1 | -2 | 2
O=C(COc1ccccc1)N=C1SC2CS(=O)(=O)CC2N1c1ccccc1 (stereo unspecified)
→ 0.7 | 0 | 0 | -1 | 2 | -1 | 0 | 1 | 1 | -1
Cc1cc(C(=O)Nn2c(C3CCCCC3)nc3ccccc3c2=O)ccc1[N+](=O)[O-]
→ -0.2 | -2 | 2 | 2 | 0 | -2 | 7 | 6 | 1 | 4
N#Cc1cc([N+](=O)[O-])ccc1Oc1cccc(/C=N/NC(=O)c2ccc(Cl)cc2)c1
→ -1.4 | 3 | 0 | -3 | -4 | -1 | 1 | -15 | 5 | -2
O=[N+]([O-])c1cc(/C=N/N2CCCCC2)ccc1Cl
→ -2.8 | 1 | 1 | 0 | -1 | 4 | -1 | 0 | -1 | 0
CCc1ccc(-c2cc(C)no2)cc1S(=O)(=O)NCCc1ccccc1
→ -2.8 | 8 | -2 | 2 | -20 | 4 | 1 | 4 | -64 | -1
CCc1nc2sc3c(c2c(=O)n1N)CC(C)(C)OC3
→ 1.6 | -8 | 2 | 7 | -11 | -3 | 0 | -7 | 1 | -1
Cc1ccc(NC(=O)[C@@H]2CC(=O)O[C@@H]2c2ccccc2)c(C)c1
→ / | / | 0 | 1 | 10 | -2 | 0 | 0 | / | 7
O=c1c2ccccc2ncn1-c1ccc(Cl)cc1[N+](=O)[O-]
→ -3.2 | 1 | -1 | -1 | -3 | 2 | -1 | -3 | -9 | -1
CC12CN(C(=O)c3ccccc3)C3(C#N)CC1CCC23C (stereo unspecified)
→ -1.5 | 4 | -1 | 1 | 3 | -1 | 0 | 0 | 5 | -2
COc1ccccc1OCC(=O)NNC(=O)Nc1ccc(Cl)cc1
→ 0.9 | -4 | 4 | 0 | -2 | -8 | -5 | -1 | 7 | 1
O=C(Nc1cccc(F)c1)Nc1ccc(Cl)cn1
→ -2.4 | 6 | 1 | -3 | -3 | 1 | 5 | 1 | -6 | 0
O=C(NNc1c(Cl)cccc1Cl)c1cccs1
→ -4.1 | -4 | 1 | -6 | -14 | 6 | -1 | 0 | 0 | -4
O=C(CN1CCN(c2ccccc2O)CC1)NNC(=O)c1ccc(Cl)cc1
→ 1.2 | 2 | 1 | 4 | 1 | -2 | 6 | 0 | 4 | 2
O=S(=O)(c1ccccc1)N1CCCc2nc(-c3ccc(Br)cc3)ccc21
→ 3.0 | -5 | -1 | -2 | -1 | -5 | 6 | -2 | / | 0
COc1ccc(C(=O)C2CCCN(Cc3ccc4c(c3)OCCO4)C2)cc1F (stereo unspecified)
→ -0.3 | -4 | 1 | -1 | 4 | -8 | -5 | -1 | -2 | 1
C=CCn1c(=O)c2ccccc2n2c(SCC(=O)O)nnc12
→ -2.5 | 2 | -1 | 0 | 0 | -4 | 0 | -3 | 6 | -5
Cc1ccc(C(=O)N(C)Cc2nc3ccccc3c(=O)[nH]2)cc1NC(=O)c1ccco1
→ -2.5 | 0 | 3 | -4 | 6 | 0 | 2 | -4 | -4 | -4
COc1ccc(C(O)(C(C)C)C(CN2CCOCC2)c2ccc(Cl)cc2)cc1 (stereo unspecified)
→ -2.5 | 0 | -1 | -1 | -3 | -2 | -5 | 3 | -11 | -1
COC(=O)[C@@]12CCCCC3=C1N(CCC3)C(=O)[C@H]2CC(=O)N1CCCC1
→ / | / | 1 | 3 | -2 | 1 | 2 | 5 | / | 2
COC(=O)C1=C(C)N(Cc2ccccc2C(F)(F)F)C(=NCc2ccccc2)NC1c1ccc(F)cc1 (stereo unspecified)
→ 1.2 | 7 | -1 | -5 | 10 | -1 | 2 | 2 | / | -2
Cc1ccc(CN2CCN(c3ccccn3)CC2)s1
→ 0.0 | 3 | 0 | -5 | 4 | -2 | -2 | 2 | 1 | -3
CCCS(=O)(=O)N1CCCC(C(=O)NCCCN2CCN(c3cccc(Cl)c3)CC2)C1 (stereo unspecified)
→ -1.1 | 6 | -1 | 1 | 0 | -7 | -2 | -2 | -1 | 1
CCOC(=O)c1c(NC(=O)CN2CCCCC2)sc(CN(C)C)c1-c1ccccc1
→ -1.5 | 0 | 1 | -7 | -2 | -1 | -3 | 6 | 4 | -3
CN1c2ccccc2N(C)C1(C)c1cccc2ccccc12
→ -1.8 | 5 | -3 | -7 | 10 | -4 | 4 | 5 | 47* | 19

The results go on:
Each structure is followed by: PG9 Ab binder | TCR-CD3 inh | UHRF1 binding | MBD2 inh | ABHD4 inh | LEDGF integ inh | rCAG RNA binder | Rev-erbA mod | HTRA1 inh | PRMT1 FP inh
O=C(Nc1ccc(Oc2cccnc2)cc1)C1CCCCN1Cc1ccc(CO)o1 (stereo unspecified)
→ -3.8 | 4 | 0 | -1 | -4 | 7 | -2 | 2 | -1 | -1
O=C(CN1CCCC1)Nc1ccc(OCc2ccccc2)cc1
→ -0.8 | 0 | 2 | -3 | 7 | -11 | -3 | 0 | -3 | -1
CC(O)[C@H]1CNC(=O)C(=O)N1CCc1cccc(F)c1 (stereo partly specified)
→ 0.2 | 4 | -3 | -3 | 2 | -2 | -1 | 1 | 1 | -1
CC(C)C(c1nnnn1C1CCCC1)N(C)C1CCCCC1 (stereo unspecified)
→ 3.1 | -4 | 7 | 5 | -9 | -1 | -4 | 3 | 8 | 4
O=C(CCNS(=O)(=O)c1ccccc1Cl)OCc1nnc(-c2ccccc2Cl)o1
→ 0.5 | 4 | -4 | -5 | -1 | 3 | 1 | -1 | -3 | -2
Cn1c(CNC(=O)CNC(=O)c2ccccc2F)cc(=O)n(C)c1=O
→ -0.4 | 3 | 0 | -3 | 3 | 3 | 1 | -5 | -1 | -3
Cc1cc(C)n(CCCNC(=O)c2ccc(S(=O)(=O)NCc3ccco3)cc2)n1
→ 1.4 | -6 | 0 | -1 | -4 | -3 | -3 | -2 | 7 | 3
C=CCNc1sc(C(=O)C2CC2)c(N)c1C#N
→ -0.6 | -9 | -1 | 2 | 6 | 1 | -2 | -6 | 6 | 4
O=C(/C=C/c1ccccc1F)c1cccc([N+](=O)[O-])c1
→ 0.5 | -4 | 14 | 8 | 9 | -4 | 9 | -2 | -15 | 6
CNC(=O)COC(=O)c1cccnc1SC
→ -3.5 | 0 | -1 | -2 | -3 | -2 | 2 | -1 | 5 | -2
C/C(=N\NC(=O)c1c[nH]c2ccccc12)c1ccccn1
→ -0.4 | 6 | -4 | -6 | -10 | 6 | 7 | -6 | -10 | 1
CC1(c2cccc(Br)c2)NC(=O)N(CC(=O)NC2CCCCC2)C1=O (stereo unspecified)
→ 0.5 | 7 | -3 | 5 | -2 | -1 | -1 | -4 | -3 | -1
CN(C)C(=O)c1cc(C(=O)Cc2ccccc2)c[nH]1
→ -0.1 | -4 | -1 | -1 | 0 | 0 | -1 | 7 | 0 | 0
Cc1ccc(Nc2ccc(N)cc2S(=O)(=O)O)cc1
→ -7.8 | 0 | 3 | -1 | 65* | 19* | 36* | 0 | 80* | 33*
O=S1(=O)N=CN(Cc2cccc(F)c2)c2ccccc21
→ -0.8 | -1 | -1 | -4 | -5 | -1 | 0 | -4 | -4 | -1
Nc1ccc(S(=O)(=O)Nc2nccc(/C=C/c3cccc(Br)c3)n2)cc1
→ -1.4 | 3 | 1 | -3 | -1 | 3 | 8 | 1 | -2 | 1
O=C(COC(=O)Cn1cnc2ccccc21)Nc1cc(S(=O)(=O)N2CCOCC2)ccc1Cl
→ -0.5 | 8 | -1 | 1 | -6 | 2 | 7 | 4 | -5 | -3
O=C(Nc1cccc([N+](=O)[O-])c1)C12CC3CC(C1)CC(n1cnc([N+](=O)[O-])n1)(C3)C2
→ -0.7 | 1 | 0 | 5 | 0 | 3 | 2 | -1 | -3 | -1
O=C(O)/C=C/c1cn(-c2ccccc2)nc1-c1ccc2c(c1)OCCO2
→ 0.1 | 1 | -1 | 1 | 1 | -1 | 11 | -1 | -2 | 1
COc1ccc(Cl)cc1NC(=O)COC(=O)Cc1cccs1
→ 0.8 | 2 | -3 | 1 | 2 | -1 | -1 | -3 | 3 | -3
CCOc1ccc(-c2nc(CSCC(=O)N3CCN(C(=O)c4ccco4)CC3)c(C)o2)cc1
→ 0.5 | 4 | -3 | 1 | -1 | 7 | 5 | -1 | 3 | 10

Exported as tab-separated lines: twelve of the compounds above.
smiles	PG9 Ab binder	TCR-CD3 inh	UHRF1 binding	MBD2 inh	ABHD4 inh	LEDGF integ inh	rCAG RNA binder	Rev-erbA mod	HTRA1 inh	PRMT1 FP inh
CNC(=O)COC(=O)c1cccnc1SC	-3.5	0	-1	-2	-3	-2	2	-1	5	-2
C/C(=N\NC(=O)c1c[nH]c2ccccc12)c1ccccn1	-0.4	6	-4	-6	-10	6	7	-6	-10	1
CC1(c2cccc(Br)c2)NC(=O)N(CC(=O)NC2CCCCC2)C1=O (stereo unspecified)	0.5	7	-3	5	-2	-1	-1	-4	-3	-1
CN(C)C(=O)c1cc(C(=O)Cc2ccccc2)c[nH]1	-0.1	-4	-1	-1	0	0	-1	7	0	0
Cc1ccc(Nc2ccc(N)cc2S(=O)(=O)O)cc1	-7.8	0	3	-1	65*	19*	36*	0	80*	33*
O=S1(=O)N=CN(Cc2cccc(F)c2)c2ccccc21	-0.8	-1	-1	-4	-5	-1	0	-4	-4	-1
Nc1ccc(S(=O)(=O)Nc2nccc(/C=C/c3cccc(Br)c3)n2)cc1	-1.4	3	1	-3	-1	3	8	1	-2	1
O=C(COC(=O)Cn1cnc2ccccc21)Nc1cc(S(=O)(=O)N2CCOCC2)ccc1Cl	-0.5	8	-1	1	-6	2	7	4	-5	-3
O=C(Nc1cccc([N+](=O)[O-])c1)C12CC3CC(C1)CC(n1cnc([N+](=O)[O-])n1)(C3)C2	-0.7	1	0	5	0	3	2	-1	-3	-1
O=C(O)/C=C/c1cn(-c2ccccc2)nc1-c1ccc2c(c1)OCCO2	0.1	1	-1	1	1	-1	11	-1	-2	1
COc1ccc(Cl)cc1NC(=O)COC(=O)Cc1cccs1	0.8	2	-3	1	2	-1	-1	-3	3	-3
CCOc1ccc(-c2nc(CSCC(=O)N3CCN(C(=O)c4ccco4)CC3)c(C)o2)cc1	0.5	4	-3	1	-1	7	5	-1	3	10
